Compound activity: PubChem BioAssay, several laboratories
ssDAF-12 act – activates DAF-12 receptor from parasite S. stercoralis; HEK293 ssDAF-12/GRIP1 lit1-tk-luc reporter, luminescence; % of 3 µM dafachronic acid response; activation, % at 6.8 µM; 370,000 compounds, 1% hits;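 active = activation above the mean over all tested compounds plus 3 SD, cut at about 0.9% in these data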;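 note: 0% = DMSO-only wells and 100% = 3 µM delta7-dafachronic acid wells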
NR1D1 modulator – modulates human Rev-erb alpha binding to DNA. P20393. Rev-erbα–FITC-DNA binding, fluorescence polarization, 90 min. activity, % at 10 µM. 370,000 compounds, 0.79% hits;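 active = activity above about 14%, limit read from the data; passing the limit was not always enough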;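 note: 0% = DMSO wells with 35 nM protein and 100% = DMSO wells with 750 nM protein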
hgDAF-12 ag – activates the H. glycines DAF-12 receptor ligand-binding domain; HEK293 GAL4-hgDAF12 UAS-luciferase reporter, agonist luminescence; normalized to butyrate control; activation, % at 6.8 µM; 370,000 compounds, 1.8% hits; AID 687014;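 active = activation above a cutoff set at the mean of all screened compounds plus 3 SD, cut at about 10% in these data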;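 note: 0% = DMSO wells and 100% = sodium butyrate wells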
PG9 binder – binds the HIV-1 gp120 antibody PG9. TR-FRET gp120-PG9 antibody binding. inhibition, % at 6.7 µM. 360,000 compounds, 0.43% hits; in the data active = inhibition above about 8.5%
hcDAF12 agonist – H. contortus DAF-12 activation, primary screen. HEK293 hcDAF-12 lit1-tk-luc reporter, luminescence; 0% DMSO, 100% Δ7-dafachronic acid. activation, % at 6.8 µM. 370,000 compounds, 1.4% hits. AID 652067;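 active = activation above the mean of all tested compounds plus 3 SD, cut at about 5.5% in these data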;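 note: 100% = response to 3 µM Δ7-dafachronic acid high control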
PLC-beta3 inh – inhibitors of human phospholipase C beta3 | inhibition, % at 12.2 µM | Purified PLC-beta3, fluorogenic substrate, fluorescence | 370,000 compounds, 0.18% hits; in the data active = inhibition above about 11%;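 note: 0% = median of compound wells on plate and 100% = full blocker control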
Target sequence (Q01970 whole entry, looked up): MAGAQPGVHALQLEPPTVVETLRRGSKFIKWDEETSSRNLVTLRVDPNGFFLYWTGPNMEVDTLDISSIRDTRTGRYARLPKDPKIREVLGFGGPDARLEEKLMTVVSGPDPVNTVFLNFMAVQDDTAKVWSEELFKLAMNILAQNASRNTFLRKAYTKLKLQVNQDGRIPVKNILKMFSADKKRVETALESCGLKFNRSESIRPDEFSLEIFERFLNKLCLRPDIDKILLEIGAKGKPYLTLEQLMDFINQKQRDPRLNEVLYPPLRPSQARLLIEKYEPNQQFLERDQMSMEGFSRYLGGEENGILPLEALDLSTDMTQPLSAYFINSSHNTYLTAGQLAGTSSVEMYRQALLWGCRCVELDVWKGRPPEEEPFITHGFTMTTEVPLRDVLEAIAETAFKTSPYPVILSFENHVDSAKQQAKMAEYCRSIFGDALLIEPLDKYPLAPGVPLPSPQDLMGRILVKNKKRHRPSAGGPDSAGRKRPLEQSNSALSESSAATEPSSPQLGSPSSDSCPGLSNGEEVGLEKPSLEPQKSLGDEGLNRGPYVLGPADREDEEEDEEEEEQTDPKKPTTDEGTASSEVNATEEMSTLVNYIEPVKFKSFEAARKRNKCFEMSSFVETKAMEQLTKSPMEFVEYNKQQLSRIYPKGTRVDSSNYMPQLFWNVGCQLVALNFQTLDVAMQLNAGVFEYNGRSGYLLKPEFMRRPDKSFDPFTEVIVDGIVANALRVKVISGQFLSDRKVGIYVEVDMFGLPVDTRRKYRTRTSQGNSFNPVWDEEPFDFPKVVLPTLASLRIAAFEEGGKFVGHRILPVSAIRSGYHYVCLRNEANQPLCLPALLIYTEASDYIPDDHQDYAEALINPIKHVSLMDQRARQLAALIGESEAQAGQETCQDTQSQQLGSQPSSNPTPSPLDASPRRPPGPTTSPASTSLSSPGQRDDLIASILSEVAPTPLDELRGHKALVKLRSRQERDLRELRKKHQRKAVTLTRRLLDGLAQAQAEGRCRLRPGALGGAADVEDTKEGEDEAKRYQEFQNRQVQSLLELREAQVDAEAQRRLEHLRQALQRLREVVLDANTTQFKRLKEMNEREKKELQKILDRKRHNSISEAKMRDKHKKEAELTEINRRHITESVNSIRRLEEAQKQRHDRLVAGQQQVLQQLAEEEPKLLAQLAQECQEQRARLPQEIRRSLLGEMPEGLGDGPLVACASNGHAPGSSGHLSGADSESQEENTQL
HGIII-sPLA2 inh – Blocks human group III sPLA2 activity | QFRET BODIPY PC-A2 liposome hydrolysis, fluorescence | AID 743126 | 370,000 compounds, 0.56% hits | inhibition, % at 12.2 µM;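 active = inhibition above mean plus 3 SD of compounds lying within the high and low control bounds, cut at about 19% in these data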;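 note: 0% = median of test compound wells and 100% = no enzyme DMSO wells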
DAX1 inh-1 – inhibits human nuclear receptor DAX1 | P51843 | HEK293 Gal4-DAX1 luciferase reporter, luminescence | inhibition, % at 6.75 µM | 340,000 compounds, 0.99% hits | AID 504766;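 active = inhibition above the mean over all tested compounds plus 3 SD, cut at about 4.2% in these data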;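 note: 0% = DAX1-transfected cells with DMSO and 100% = empty-vector control cells with DMSO; inhibition shows as a rise in luminescence from relieved DAX1 repression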
FXN GAA850 act – frataxin GAA850 promoter activation; HEK293 lucGAA850 FXN promoter luciferase reporter, 24 h; percent of 10 µM SAHA response; activation, % at 6 µM; 360,000 compounds, 0.56% hits; AID 540364;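 active = activation above the average of all compounds screened plus 3 SD, cutoff fixed separately per campaign, cut at about 7.5% in these data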;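 note: 0% = DMSO wells and 100% = 10 µM SAHA wells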
SMARCA2 act – activators of SMARCA2 function | MG213 cells, MMTV-luciferase reporter, dexamethasone, overnight | activation, % at 9.1 µM | 370,000 compounds, 1% hits | AID 652017; in the data active = activation above about 7.8%;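 note: 0% = vehicle wells and 100% = reference activator wells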
DAX1 inh-2 – inhibitors of DAX1 repression of SF-1 activated StAR promoter; HEK293T StAR-luciferase reporter, SF-1/DAX-1 repression relief; inhibition, % at 6.8 µM; 370,000 compounds, 1.1% hits; AID 652010;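 active = inhibition above the mean over all tested compounds plus 3 SD, cut at about 3.6% in these data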;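 note: 0% = DAX-1 cells with DMSO and 100% = cells lacking DAX-1 with DMSO; higher inhibition means more luminescence from relief of DAX-1 repression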
The depositor's hits bear a star; . = no result given; & = joins results of further samples.

Every second line gives: ssDAF-12 act	NR1D1 modulator	hgDAF-12 ag	PG9 binder	hcDAF12 agonist	PLC-beta3 inh	HGIII-sPLA2 inh	DAX1 inh-1	FXN GAA850 act	SMARCA2 act	DAX1 inh-2
[1] COc1ccc(C2NCCc3c2[nH]c2ccccc32)cc1CSc1nc2ccccc2s1 (centres undefined)
 : 0.5	2	2.0	1.3	5.7*	-55	20*	-0.1	-6.2	-1	0.6
[2] CSc1ccc(Cn2c(C)c(C(=O)NCc3cccc(C)c3)sc2=O)cc1
 : -1.5	-9	-1.1	-2.1	0.2	-5	-11	.	0.7	0	-2.1
[3] CCCOc1ccccc1NC(=O)/C=C/c1ccc(OC)c(S(=O)(=O)N2CCOCC2)c1
 : -1.6	-4	-1.6	0.1	-1.4	0	-9	-0.3	-3.1	-1	-1.3
[4] CC(=O)NC(CC(=O)Nc1cccc(S(=O)(=O)N2CCOCC2)c1)c1ccccc1 (centres undefined)
 : -0.4	-9	2.6	-1.4	4.4	-4	0	-0.8	0.6	2	0.6
[5] O=C(O)CNC(=S)N(Cc1ccccc1)Cc1cccs1
 : -1.0	-4	2.7	-0.9	1.3	0	-5	-1.4	1.0	-1	0.5
[6] COc1ccc(C2c3ccc(O)cc3Oc3ncn(CCCO)c(=N)c32)cc1 (centres undefined)
 : -2.0	0	-0.7	0.9	-2.4	-5	-1	0.7	3.5	6	-0.6
[7] CN1CCC(N(C)S(=O)(=O)c2ccc(NC(=O)COc3ccc(F)cc3Cl)cc2)CC1
 : -1.9	-3	1.4	1.2	-1.4	-6	-21	0.9	2.4	0	-0.6
[8] COCCNC(=O)COc1ccc(C)c(C)c1
 : -1.1	4	3.3	0.0	-1.7	6	10	0.4	1.1	1	-0.2
[9] CC(=O)c1cccc(N(CC(=O)NC2CCCC2)C(=O)CNC(=O)c2cccs2)c1
 : -0.6	6	-1.4	-2.6	1.0	-3	-1	1.1	1.2	2	0.1
[10] CCCSc1nnc2n(N)c(=O)c3ccccc3n12
 : -1.7	-6	0.7	-0.4	3.0	-4	2	-0.6	0.2	5	0.7
[11] CC(=O)CCN1C(=O)NC2(CCCc3ccccc32)C1=O (centres undefined)
 : -1.2	3	-1.1	-0.9	0.4	0	0	-0.2	0.0	4	-0.2
[12] CC(C)(C)C(=O)Nc1nc(-c2ccccc2)ns1
 : -0.5	-1	6.3	-0.2	3.6	3	4	0.8	1.2	1	2.7
[13] COc1ccccc1NC(=O)NCc1ccccc1F
 : -0.8	0	0.0	-1.1	0.9	-1	6	2.7	1.4	3	-0.4
[14] CCOC(=O)c1c2c3c(cccc3n(C)c1=O)C(=O)c1ccccc1-2
 : -1.3	10	0.1	0.1	-2.4	-41	6	-0.4	3.1	-3	-0.3
[15] Cc1nc2c(C)cccn2c1/C(O)=C1\C(=O)C(=O)N(CCN(C)C)C1c1ccncc1 (centres undefined)
 : -1.4	-5	-2.2	-0.7	0.3	0	-4	-0.1	-1.0	-3	-0.4
[16] COc1ccccc1CC(=O)NCCc1ccccc1
 : -1.6	2	-0.8	0.8	-1.6	-5	-1	-0.5	1.9	0	0.1
[17] COc1ccc(Cc2nnc(NC(=O)c3ccccc3)s2)cc1OC
 : -1.8	-2	-3.6	-0.6	-0.5	0	0	1.6	2.5	-1	-0.6
[18] C/C(=N\NC(=O)CCc1c[nH]c2ccccc12)c1cccc([N+](=O)[O-])c1
 : -1.0	0	0.6	1.1	-3.6	-4	-75	-0.2	0.8	-4	-0.8
[19] Cc1cc2oc(=O)cc(CN3CCC(C)CC3)c2c(C)c1Cl
 : -1.1	4	0.1	-7.5	-0.7	3	1	1.4	2.2	-2	-0.3
[20] Cc1ccc(Cn2c(=O)c3cccnc3n(CC(=O)Nc3cccc(C(F)(F)F)c3)c2=O)cc1
 : -0.7	6	4.2	-1.8	0.7	-12	-8	2.0	2.4	-1	0.0

The last two records of the part above open the next one:
Every second line gives: ssDAF-12 act	NR1D1 modulator	hgDAF-12 ag	PG9 binder	hcDAF12 agonist	PLC-beta3 inh	HGIII-sPLA2 inh	DAX1 inh-1	FXN GAA850 act	SMARCA2 act	DAX1 inh-2
[19] Cc1cc2oc(=O)cc(CN3CCC(C)CC3)c2c(C)c1Cl
 : -1.1	4	0.1	-7.5	-0.7	3	1	1.4	2.2	-2	-0.3
[20] Cc1ccc(Cn2c(=O)c3cccnc3n(CC(=O)Nc3cccc(C(F)(F)F)c3)c2=O)cc1
 : -0.7	6	4.2	-1.8	0.7	-12	-8	2.0	2.4	-1	0.0
[21] CCN(C(=O)COC(=O)c1c2c(nc3ccccc13)/C(=C/c1ccccc1)CC(C)C2)C1CCS(=O)(=O)C1 (centres undefined)
 : -1.5	13	-2.1	-2.5	-2.6	-277	-24	-1.6	-0.3	6	-0.5
[22] Cc1cnc(C(=O)Nc2ccc(C)c(S(=O)(=O)N(C)C)c2)cn1
 : -0.7	-1	1.4	-2.3	-2.1	2	-5	1.1	0.4	1	-0.3
[23] Cc1cc(NC(=O)NC(=O)c2ccccc2NC(=O)CN)ccc1Oc1ncc(Br)cn1
 : 0.3	-2	-0.3	0.1	0.2	-14	11	1.8	-0.7	-2	1.9
[24] CCN(CC)CCNC(=O)c1cc(S(C)(=O)=O)ccc1OC
 : 0.7	-7&-9	1.2	-0.4	5.2	-2	-5	-0.5	1.2	-4	0.0
[25] Cc1ccc(C2=NCCn3c2c2ccc(C(F)(F)F)cc2[n+]3[O-])cc1
 : -0.1	2	-2.6	0.0	1.8	-9	4	-0.2	2.6	1	-0.4
[26] Cc1ccc(-c2nnn(CC(=O)N(Cc3cccs3)C(C(=O)NCC3CCCO3)c3ccco3)n2)o1 (centres undefined)
 : -1.4	-4	-0.8	-0.9	0.8	4	6	0.1	-2.4	2	-0.5
[27] COc1ccc(Nc2oc(-c3ccccc3Cl)nc2C#N)cc1
 : -1.7	4	3.8	1.4	-2.5	-367	-13	-2.4	-4.3	2	-3.5
[28] O=C1c2ccccc2NC(c2ccc(-c3cccc(F)c3)o2)N1O (centres undefined)
 : -0.1	-20	9.1	-0.6	4.6	-52	-31	2.7	2.4	6	2.7
[29] O=C1CSC(=S)N1/N=C/c1ccc(C(F)(F)F)cc1
 : 0.2	-4	-0.2	-1.8	4.9	-9	2	0.5	2.2	2	0.3
[30] COc1ccccc1NC(=O)c1ccc(Br)c(S(=O)(=O)N2CCCC2)c1
 : -1.1	0	-4.2	-0.7	-1.5	-8	-9	-0.6	1.1	-1	-2.8
[31] COc1ccc(N=Cc2sc(O)c3ccccc23)cc1
 : 0.2	21	5.2	-7.0	1.7	-62	2	2.8	5.4	6	1.2
[32] CN(C)c1ccc(CN2CCCCC2)cc1
 : -1.3	4	0.3	-0.2	0.2	3	3	0.7	-0.4	-5	0.7
[33] CCOC(=O)c1c(NC(=O)COC(=O)/C=C/c2ccccc2)sc(C(=O)NC)c1C
 : -1.2	2	1.9	-0.8	1.1	-6	8	1.1	1.0	-1	-0.7
[34] Cc1ccc(S(=O)(=O)N(C)C)cc1NC(=O)C1CCN(C(=O)Nc2ccccc2)CC1
 : -0.5	-2	0.3	1.6	0.1	-10	6	-0.2	-0.3	-2	1.1
[35] CC(C)NC(=O)NC(=O)COC(=O)c1ccc(OC(F)(F)F)cc1
 : -0.6	-4	1.6	-4.3	0.6	4	2	0.0	1.1	2	0.2
[36] CCN(Cc1ccccc1)C(=O)C1CCN(S(=O)(=O)c2ccc3c(c2)OCCO3)CC1
 : -1.8	-3	-1.7	-2.3	-2.6	-6	-10	0.0	0.2	-2	-0.4
[37] CN(CC(=O)NCCc1ccccc1)Cc1ccco1
 : 0.0	4	4.3	-1.9	3.4	-6	2	0.7	3.4	3	0.9
[38] Cc1ccc(NC(=O)COC(=O)[C@H](C)NC(N)=O)c(C)c1
 : -1.5	-6	-0.2	-1.6	-1.5	1	0	1.3	2.0	-3	0.5
[39] CC(C)NC(=O)Cn1nnc(-c2ccccc2)c1COc1ccc2ccccc2c1
 : -1.8	0	-2.9	-0.2	-3.0	-1	-22	.	-0.2	-1	-0.1
[40] Cc1ccc(S(=O)(=O)N2CCC(C(=O)N[C@H](C(=O)NCC3CCCO3)C(C)C)CC2)cc1 (some centres undefined)
 : -1.2	1	-0.5	-2.2	-0.4	6	6	0.0	-1.9	3	2.0

More entries
Every second line gives: ssDAF-12 act	NR1D1 modulator	hgDAF-12 ag	PG9 binder	hcDAF12 agonist	PLC-beta3 inh	HGIII-sPLA2 inh	DAX1 inh-1	FXN GAA850 act	SMARCA2 act	DAX1 inh-2
[41] COc1ccc([C@H]2CC(=O)C=C(c3ccc(C)cc3)C2)cc1
 : -0.9	-4	1.9	1.1	-1.3	-9	0	-0.7	2.5	2	0.5
[42] O=C(O)c1cccc(NS(=O)(=O)c2ccc3c4c(cccc24)C(=O)N3)c1
 : -0.2	1	-1.0	1.0	1.6	-20	-7	0.3	2.4	3	0.6
[43] COc1ccc(NC(=O)Cn2nnc(-c3ccc(CN4CCOCC4)cc3)n2)c(OC)c1
 : -1.1	3	-3.4	-0.4	-1.6	-1	-8	-0.5	0.3	0	-0.9
[44] CC(=O)c1ccccc1NS(=O)(=O)c1cccc2nsnc12
 : -0.7	-24	0.0	-0.5	1.1	-2	-1	1.2	1.9	2	0.0
[45] Cc1cc(N2CC(C(=O)Nc3nccs3)CC2=O)ccc1C(C)C (centres undefined)
 : -0.8	1	3.7	-3.7	-1.7	-5	0	-0.1	0.2	3	-1.6
[46] Cc1cc(C)c2cc(CN(CC3CCCO3)C(=S)NCc3ccco3)c(=O)[nH]c2c1 (centres undefined)
 : -0.6	3	2.6	-2.5	-1.7	-11	0	.	0.9	3	-1.0
[47] CC(C)C(O)(C(=O)NNc1ccccc1)C(C)C
 : -0.7	-4	-0.4	-1.2	0.1	-7	1	1.3	1.2	1	0.5
[48] O=C1C2C(C(=O)N1/N=C/c1cc([N+](=O)[O-])ccc1O)C1C=CC2C12CC2 (centres undefined)
 : -1.4	4	-1.3	-2.9	0.7	-2	5	-1.2	0.0	-1	-0.2
[49] Cc1ccc(CNc2nc(N)c([N+](=O)[O-])c(NCCO)n2)cc1
 : -1.5	-3	0.2	-1.7	-2.1	-1	-3	0.8	6.2	0	-0.4
[50] Cc1oc2ccc(O)cc2c1C(=O)c1ccc(F)cc1
 : -1.1	1	0.6	-1.8	1.2	-13	-15	.	1.3	2	-0.1
